Source: PubChem BioAssay (National Center for Advancing Translational Sciences (NCATS))
D2 agonist = activates the human D2 dopamine receptor. HEK293 T-REx D2 cells, calcium flux agonist mode. P14416. 0.53% of 340,000 active. activation, % at 2 µM;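 active = activation over 3 SD above normal in the single-dose calcium agonist read, cut at about 30% in these data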; also: 0% is about no effect
Target sequence (P14416 whole entry, looked up): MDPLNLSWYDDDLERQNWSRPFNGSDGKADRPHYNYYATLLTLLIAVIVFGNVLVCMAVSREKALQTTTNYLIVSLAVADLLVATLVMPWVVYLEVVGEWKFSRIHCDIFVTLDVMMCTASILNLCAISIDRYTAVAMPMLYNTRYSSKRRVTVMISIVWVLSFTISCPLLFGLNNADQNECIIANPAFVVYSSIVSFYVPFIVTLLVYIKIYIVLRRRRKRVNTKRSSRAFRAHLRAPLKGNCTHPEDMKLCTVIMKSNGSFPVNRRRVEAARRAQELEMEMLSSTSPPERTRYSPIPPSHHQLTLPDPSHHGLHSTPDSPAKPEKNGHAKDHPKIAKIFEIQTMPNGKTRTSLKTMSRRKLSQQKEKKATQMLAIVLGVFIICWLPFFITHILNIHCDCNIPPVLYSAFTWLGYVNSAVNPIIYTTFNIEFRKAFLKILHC
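Agonism scored from kinetic calcium signal (1 read/sec, 180 s) following compound pin transfer, after a 10 s baseline. Cells: HEK293 Trex line expressing inducible D2 receptor coupled to calcium, dye-loaded after overnight culture at 30 C.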
USP1 inh = blocks the human USP1/UAF1 deubiquitinase complex; O94782; recombinant USP1/UAF1, Ub-Rhodamine cleavage fluorescence; Potency, µM (top dose mostly 57.1 µM), for inactives: top-dose activity change, negative = inhibition, most hits filed as inhibitors; 0.23% of 390,000 active; AID 743255; also: potency is read from the fitted curve at half-maximal effect; % is scaled to controls: 0 for no effect and ±100 for the full control effect; nearly all actives have a fitted effect of over 60% in size; inactives centre near -12
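In this screen, compounds sit with the deubiquitinase complex (1nM) for 15 min at room temperature before Ub-Rho is added at 150nM final. Fluorescence rise is then followed for 6 reads every 60 seconds.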
TrxR1 inh = rat TrxR1 inhibition. O89049. recombinant rTrxR1, NADPH fluorescence consumption, selenite substrate. Potency, µM (highest dose often 114 µM), for the others: top-dose activity change, negative = inhibition, usual class: inhibitors. 1% of 390,000 active; also: potency is read from the fitted curve at half-maximal effect; % is scaled to controls: 0 for no effect and ±100 for the full control effect; nearly all actives have a fitted effect of over 65% in size
Target sequence (O89049 whole entry, looked up): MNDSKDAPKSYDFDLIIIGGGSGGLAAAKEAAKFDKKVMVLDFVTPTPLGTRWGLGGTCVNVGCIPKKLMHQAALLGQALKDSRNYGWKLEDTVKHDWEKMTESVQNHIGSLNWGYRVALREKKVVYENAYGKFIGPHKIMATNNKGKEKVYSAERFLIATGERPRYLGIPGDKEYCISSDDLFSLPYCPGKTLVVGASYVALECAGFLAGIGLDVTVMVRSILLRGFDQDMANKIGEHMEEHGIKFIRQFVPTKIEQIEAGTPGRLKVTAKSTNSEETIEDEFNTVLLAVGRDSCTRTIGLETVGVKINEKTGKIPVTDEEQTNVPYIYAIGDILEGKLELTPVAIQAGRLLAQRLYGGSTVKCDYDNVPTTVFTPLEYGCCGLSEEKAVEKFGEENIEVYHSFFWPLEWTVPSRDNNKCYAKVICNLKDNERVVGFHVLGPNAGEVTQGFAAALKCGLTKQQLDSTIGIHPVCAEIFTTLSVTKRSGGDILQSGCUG
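Rat TrxR1 (90 nM in the dispensed reagent) was pre-reduced with 400 uM NADPH for 5 min at room temperature, then incubated with compound for 15 min. After 400 uM selenite was added, NADPH fluorescence (Ex 340/Em 450 nm) was followed for 8 min.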
Pin1 inhibitor = inhibitors of human Pin1 | Potency, µM (doses to about 115 µM), for the others: at the highest dose activity, negative = inhibition, most hits filed as inhibitors | Pin1 FP peptide displacement, HiFluor488, 10 min | AID 504891 | Q13526 | 0.009% of 390,000 active; active = well fitted inhibition curve with a large enough effect in the polarisation, with a control signal flat, not every such curve was filed as active; inconclusive = small, poorly fitted or top-dose-only effect, or effect the other way, or a change in a side signal; inactive = no such curve, though single readings can be large or run the other way; the % refers to the polarisation; also: potency is read from the fitted curve at half-maximal effect; % is scaled to controls: 0 for no effect and ±100 for the full control effect
TrxR1 substrate = is turned over as a substrate by rat TrxR1; O89049; purified TrxR1 substrate turnover, NADPH consumption readout; Potency, µM (top dose mostly 114 µM), for inactives: top-dose activity change, negative = substrate turnover; 0.01% of 390,000 active; also: potency is read from the fitted curve at half-maximal effect; % is scaled to controls: 0 for no effect and ±100 for the full control effect; nearly all actives have a fitted effect of over 50% in size
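Rat TrxR1, dispensed at 90 nM, was prereduced with 400 uM NADPH (final) for 5 min at ~22 deg C, then incubated with compound 15 min before 400 uM selenite. A first-read NADPH fluorescence drop versus no-compound background flagged substrates.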
D2 antagonist = antagonizes the human D2 dopamine receptor; HEK293 TREx D2 cells, calcium flux, dopamine EC80; inhibition, % at 10 µM; P14416; 2% of 340,000 active; in the data active = inhibition above about 30%; also: 0% is about no effect
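Measurement of antagonist activity uses fluorescent calcium dye in inducible HEK293 T-REx D2 cells: 10 s baseline, compound addition with 180 s read, EC80 dopamine addition with a further 180 s read.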
mIDH1 inhibitor = human IDH1 R132H inhibition; 0.093% of 390,000 active; IDH1-R132H enzyme, NADPH consumption, diaphorase/resazurin fluorescence; Potency, µM (titrated, usually from 76.6 µM), for inactives: at the top dose activity change, negative = inhibition, usual class: inhibitors; O75874; AID 602179; also: potency is read from the fitted curve at half-maximal effect; % is scaled to controls: 0 for no effect and ±100 for the full control effect; nearly all actives have a fitted effect of over 65% in size
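IDH1-R132H (0.5 ug/mL) preincubated 30 min with compound, then NADPH (0.016 mM) and alpha-KG (2 mM) added; 80 min at RT, pH 7.5. Remaining NADPH coupled via diaphorase/resazurin to fluorescence (540/590 nm); concentration-response curves normalized to no-enzyme control.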
TRHR agonist = agonists of human TRH receptor. AID 493084. TRHR cells, calcium flux fluo-8, FDSS agonist mode. 0.18% of 360,000 active. activation, % at 2 µM; in the data active = activation above about 30%; also: 0% is about no effect
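Read-out: compound-evoked intracellular calcium rise in TRHR cells, fluo-8 dye, kinetic FDSS fluorescence at 1 s/cycle following a 10-cycle baseline. Cells cultured overnight before dye loading (30 min–1.5 h, RT).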
TRHR enhancer = allosterically enhances the human TRH receptor; TRHR cells, fluo-8 calcium fluorescence, EC20 TRH enhancement; P34981; 0.66% of 360,000 active; enhancement, % at 2 µM; in the data active = enhancement above about 30%; also: 0% is about no effect
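Enhancer read-out: after compound pinning and an initial kinetic agonist-mode read, an EC20 of TRH (10 nM final) was injected and fluo-8 calcium signal (Ex 480/Em 530) followed at 1 s/cycle for 100 cycles in TRHR-expressing cells.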
Starred values were filed as active, the others as inactive; ? = inconclusive; . = not tested or not shown; [ ] = another dose, or the depositor's remark. Unless noted, calls follow the shape of the dose curve; as a rule, active = well fitted inhibition curve with a large enough effect; inconclusive = small, poorly fitted or top-dose-only effect; inactive = no such curve, though single readings can be large or run the other way. Only part of the results is shown; the hit share may differ from the screen's.

SMILES	D2 agonist	USP1 inh	TrxR1 inh	Pin1 inhibitor	TrxR1 substrate	D2 antagonist	mIDH1 inhibitor	TRHR agonist	TRHR enhancer
CC(C)NC(=S)N1CCN(S(=O)(=O)c2cccc(C(F)(F)F)c2)CC1	1.1	5.5%	3.8%	-6.2%	-9.5%	10.6	-0.7%	0.6	-1.3
CCC1(C)Cc2c(sc3c2c(=O)n(C)c2nnc(SCCc4ccccc4)n32)CO1 (configuration not stated)	0.4	-1.0%	30.7%	0.5%	9.6%	11.5	3.0%	0.2	65.2*
COc1ccc(N(CC(=O)NCc2ccc(F)cc2)C(=O)CCC(=O)Nc2nccs2)cc1	0.6	-12.8%	6.0%[57.1 µM]	20.3%	1.8%[57.1 µM]	6.2	2.5%	1.2	1.6
CN(C)c1ccc(NC(=O)CCCCCn2nnc3ccccc3c2=O)cc1	-0.1	-13.8%	-2.3%	0.3%	-5.4%	8.3	-9.3%	0.0	2.7
CCCCn1c(N)c(N(C)C(=O)c2cn(-c3ccccc3)nc2-c2ccccc2)c(=O)[nH]c1=O	0.3	-18.9%	24.9%	0.1%	2.2%	-9.7	-1.0%	-0.1	-2.0
CCSc1ncnc2sc(C)c(C)c12	-2.6	0.8%	14.4%	-0.4%	12.1%	-2.8	2.2%	0.0	5.9
Cc1nn(C)cc1C1C2=C(CC(C)(C)CC2=O)OC2=C1C(=O)CC(C)(C)C2	.	4.8%	5.6%	-13.5%	5.6%	.	1.7%	1.0	-3.1
O=C1NN(c2ccc(Cl)cc2)C(=O)/C1=C\c1ccc(-c2cccc(C(=O)O)c2)o1	-0.3	?	-7.1%[57.1 µM]	?	-1.0%[57.1 µM]	-10.5	2.8%	1.3	2.6
CSc1oc(-c2cccs2)nc1S(=O)(=O)c1ccc(Br)cc1	-0.1	?	12.6%	12.3%	6.8%[2.29 µM]	.	0.0%	0.2	0.3
CCOc1ccc(CCNC(=O)CCCn2nc(C)c3c(C)n(-c4ccccc4)nc3c2=O)cc1	0.5	-15.3%	25.7%[57.1 µM]	-5.7%	7.6%[57.1 µM]	-0.6	5.1%	0.3	0.0
COc1ccc(Cn2nnnc2CN2CCCCCC2)cc1	0.4	-22.2%	?	-9.0%	5.2%	10.9	0.6%	-0.2	0.2
COc1ccc2nc(Nc3nc4ccc(NC(C)=O)cc4s3)sc2c1	-1.5	-11.3%	6.5%[57.1 µM]	10.7%	27.6%[57.1 µM]	18.4	-0.8%	-0.5	2.7
COc1cccc(CNc2nc3c(-c4cccc(C)c4)nnn3c3ccccc23)c1	.	?	19.1%	7.7%	17.0%	.	-9.2%	0.7	-1.6
Cc1ccc(S(=O)(=O)c2c(COC(=O)c3cccc(Cl)c3)c(-c3ccccc3)nn2C)cc1	-0.5	-16.3%	6.0%	10.2%	3.8%	-19.8	2.4%	0.2	3.1
O=C(NCc1ccc(Cl)cc1)C1CCC(CNc2c(N3CCCC3)c(=O)c2=O)CC1 (configuration not stated)	-1.3	-7.5%	7.3%	1.7%	-1.4%	-17.1	9.9%	0.1	-3.2
Cc1cc(C(C)(C)C)ccc1OCC(=O)N/N=C\c1c(C)n(C)n(-c2ccccc2)c1=O	-0.4	-23.4%	18.5%	2.5%	-0.1%	15.2	4.6%	0.1	1.3
CCC(=O)N1CCc2cc(S(=O)(=O)NCCC(=O)Nc3ccc(OC)c(OC)c3)ccc21	-0.4	-14.6%	-8.6%	-9.6%	-7.5%	.	10.8%	0.7	0.6
COc1ccc(/C=C/c2c(-c3ccc(OC)cc3)oc3ccccc23)cc1	0.9	?	44.7µM*	-1.0%	57.4%[activator]	7.9	10.1%	0.4	-1.2
O=C(COC(=O)C12CC3CC(CC(C3)C1)C2)NCCc1ccccc1	-0.5	2.0%	16.1%	-27.3%	-1.6%	25.0	0.0%	-0.5	0.5
Cc1ccc(N2N=C(C(=O)O)CCC2=O)cc1Cl	0.7	-6.4%	15.4%	-19.7%	6.7%	2.4	10.4%	0.0	-13.6
COc1ccc(C2C(C#N)=C(N)OC(C(C)(C)C)=C2C#N)cc1OC (configuration not stated)	0.5	-15.1%	?	1.1%	-3.5%	5.4	5.8%	0.3	9.7
O=C(O)Cn1nc(-c2ccccc2)oc1=O	-0.6	-6.9%	-8.1%	-1.4%	-2.6%	9.0	-0.8%	-1.3	6.2
COc1ccccc1NC(=O)C(C)OC(=O)CCCOc1ccccc1 (configuration not stated)	-0.5	-4.1%	3.4%	-1.0%	-5.7%	27.5	2.6%	-0.3	1.8
O=C(Nc1cccc(C(=O)N2CCN(c3cccc(Cl)c3)CC2)c1)c1nsc2ccccc12	0.2	-14.0%	20.3%[57.1 µM]	22.4%	-0.7%[57.1 µM]	.	-7.6%	0.5	13.7
CSCC[C@H](NC(=O)[C@H](Cc1ccccc1)n1c(=O)[nH]c2ccccc2c1=O)C(=O)N1CCC(C(=O)O)CC1	-0.2	-21.9%	6.7%	-7.7%	2.4%	-2.6	1.6%	0.2	-1.5
O=C1OCCC1Sc1nnc(-c2ccccc2Br)n1Cc1ccccc1 (configuration not stated)	0.2	-4.7%	-7.5%	0.7%	-6.3%	-2.7	-1.4%	0.3	-4.4
Cc1ccccc1C(=O)NC1CC(C)(C)NC(C)(C)C1	0.7	-0.5%	-12.1%	1.7%	-11.7%	-14.2	-6.2%	0.3	-1.7
CCCCCC(=O)N1CCN(S(=O)(=O)c2ccc3c(c2)OCCCO3)CC1	-0.6	-15.9%	1.4%	-8.1%	-5.7%	-2.7	3.4%	-0.7	8.5
CC(C)(C)Nc1nc(Cl)nc(N(C#N)CN2C(=O)c3ccccc3S2(=O)=O)n1	0.9	-19.6%	-7.4%[57.1 µM]	0.9%	4.7%	-1.4	4.9%	0.6	3.7
COCCN(C(=O)COC(=O)c1ccc2c(c1)OCCO2)c1c(N)n(Cc2ccccc2)c(=O)[nH]c1=O	0.2	-5.8%	-3.6%[57.1 µM]	-2.4%	-6.6%[57.1 µM]	0.1	8.3%	-0.1	2.2
O=C(Nc1cccnc1Cl)C1c2ccccc2Oc2ccccc21	0.9	-7.0%	3.8%	-2.0%	-6.6%	10.9	0.1%	1.2	-4.1
CCNC(=S)N/N=C/c1cc(Br)cc(Br)c1OC	-1.7	-19.6%	9.4%	-4.4%	-1.9%	13.1	0.4%	-0.4	-0.1
C#CC[N+](C)(C)CCCCCCCCCCCC	0.6	1.2%	?	-1.7%	-9.9%	-9.7	2.4%	-0.2	-1.5
COc1ccccc1C(=O)NC1(C(F)(F)F)C(=O)Nc2c1c(=O)[nH]c(=O)n2CCc1ccccc1 (configuration not stated)	-0.2	-16.0%	44.9%[activator]	4.0%	10.6%	.	-1.6%	-1.1	-7.3
CC(=O)N1CCOc2ccc(S(=O)(=O)NCCc3ccc(C)cc3)cc21	0.6	-11.7%	12.6%[57.1 µM]	2.2%	5.4%[57.1 µM]	-9.2	-12.6%	0.4	2.8
C=CCn1c(SCC(=O)C(C)(C)C)nnc1-c1ccccn1	.	-11.2%	21.9%	-8.7%	10.1%	.	3.8%	0.2	4.2
O=C(NCC1CCCO1)/C(=C\c1ccco1)NC(=O)c1ccccc1 (configuration not stated)	-0.6	-3.8%	?	?	-5.5%	-11.3	1.7%	0.0	0.3
COc1ccccc1NS(=O)(=O)c1cccc(NC(=O)C(C)NC(=O)c2ccco2)c1 (configuration not stated)	-0.1	3.7%	-6.5%	7.7%	-4.3%	-26.0	-3.6%	-0.5	6.8
CCOC(=O)NC(=O)/C(C#N)=C/c1ccc(N(C)C)cc1	5.8	?	-7.7%[57.1 µM]	?	-10.1%[57.1 µM]	-7.7	14.3%	10.5	13.4
Cc1ccc(C(=O)COC(=O)CCc2ccc(S(=O)(=O)N3CCCCC3)cc2)cc1	0.9	-15.0%	2.9%	-0.9%	-4.5%	-17.4	4.5%	0.8	-8.1
N#CC1(P(=O)(c2ccccc2)c2ccccc2)CCCC1	-3.0	-16.8%	18.7%	-4.4%	2.5%	-15.5	2.2%	-0.8	4.0
N#C/C(=C/c1ccc(N2CCOCC2)o1)C(=O)N1CCOCC1	7.8	?	50.1µM*	?	?	17.0	6.2%	7.1	-1.2

Sorted by molecular weight (largest number first): some entries from above.
SMILES	D2 agonist	USP1 inh	TrxR1 inh	Pin1 inhibitor	TrxR1 substrate	D2 antagonist	mIDH1 inhibitor	TRHR agonist	TRHR enhancer
CCNC(=S)N/N=C/c1cc(Br)cc(Br)c1OC	-1.7	-19.6%	9.4%	-4.4%	-1.9%	13.1	0.4%	-0.4	-0.1
O=C(Nc1cccnc1Cl)C1c2ccccc2Oc2ccccc21	0.9	-7.0%	3.8%	-2.0%	-6.6%	10.9	0.1%	1.2	-4.1
C#CC[N+](C)(C)CCCCCCCCCCCC	0.6	1.2%	?	-1.7%	-9.9%	-9.7	2.4%	-0.2	-1.5

5 compounds from above, ordered by the number in TrxR1 substrate, largest number first:
smiles	TrxR1 substrate
N#CC1(P(=O)(c2ccccc2)c2ccccc2)CCCC1	2.5%
COc1ccccc1NS(=O)(=O)c1cccc(NC(=O)C(C)NC(=O)c2ccco2)c1 (configuration not stated)	-4.3%
O=C(NCC1CCCO1)/C(=C\c1ccco1)NC(=O)c1ccccc1 (configuration not stated)	-5.5%
O=C(Nc1cccnc1Cl)C1c2ccccc2Oc2ccccc21	-6.6%
C#CC[N+](C)(C)CCCCCCCCCCCC	-9.9%
